Bioassay records: PubChem BioAssay, National Center for Advancing Translational Sciences (NCATS)
Lipid storage S3: qHTS Assay for Lipid Storage Modulators in Drosophila S3 Cells; 0.64% of 320,000 active; lipid storage change, negative = inhibition, % at the top dose, mostly 46.1 µM; hits show Potency in µM; Drosophila S3 cells, BODIPY lipid droplet fluorescence, 18-24 h; cells fed with added oleic acid; active means well fitted inhibition curve with a large enough effect in the signal ratio, with a control signal flat, not every such curve was filed as active; inconclusive means small, poorly fitted or top-dose-only effect, or effect the other way, or a change in a side signal; the % refers to the signal ratio
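Drosophila S3 cells got compounds at several concentrations plus oleic acid (400 uM solution). Laser-scanning cytometry with 488 nm excitation read lipid droplets at 500-530 nm and cells at 575-640 nm. Percent activity was relative to 20 uM Triacsin C.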
Lipid storage S3 cell count max: also measured in Lipid storage S3; calls as there; cell number change, %; measured here: cell count max response;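 cells counted by Cell Tracker Red CMTPX staining in the red channel; peak over a dose series mostly up to 46.1 µM; percent activity relative to internal control wells on each plate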
* marks the source's active call; other numbers are inactive results; i = inactive; u = inconclusive; x = no result given. On the % scale 0 is the no-effect control and ±100 the full control effect; potency means the concentration at half of the fitted maximal effect. Some of the compounds tested. The share of hits here may be higher or lower than overall.

Lipid storage S3 | Lipid storage S3 cell count max | Molecule
-0.6% | 5.9 | NS(=O)(=O)c1cccc(NC(=O)COC(=O)CC2CC3CCC2C3)c1 (stereo unspecified)
u | x | Cc1nc(N)nc2c1CCCC2
11.6% | 7.3 | O=C(CSc1nc(-c2ccco2)cc(C(F)(F)F)n1)N1CCCc2ccccc21
u | x | O=C(Cc1ccccc1[N+](=O)[O-])NNC(=O)c1cccs1
u | x | O=C(O)CCC(=O)NC1CCCCC1
10.1% | -29.6 | CCC(C)NS(=O)(=O)c1ccc(S(=O)(=O)Nc2cc3c(cc2C(C)=O)OCO3)cc1 (stereo unspecified)
-2.3% | 6.6 | CCOCCCNC(=O)C(NC(=O)C1CCC(=O)N1)c1ccc(C)cc1 (stereo unspecified)
18.0% | 0.9 | O=C(CCN1C(=O)c2ccccc2C1=O)N1CCN(c2ccccc2)CC1
-21.8% | 0.3 | COc1ccc(OC)c(NC(=S)N2CCC(C(O)(c3ccccc3)c3ccccc3)CC2)c1
i | x | COc1ccc(C(=O)Nc2cc(-c3ccc(C)cc3)no2)cc1
1.5% | -1.0 | O=C(CN1CCN(c2ccc(Cl)cc2)CC1)NCc1ccccc1
-12.7% | -11.1 | Cc1[nH]c2ccccc2c1/C=N/NC(=O)CNC(=O)c1ccc2c(c1)OCCO2
12.1% | 9.1 | O=c1c2c(-c3ccc(Cl)cc3)csc2nc2n1CCC2
21.8% | 5.2 | CCOc1ccc(N(CC(=O)Nc2ccc(OC)cc2)S(C)(=O)=O)cc1
u | x | O=C(Cn1nnc(-c2ccc(N3CCOCC3)cc2)n1)OC1CCCCC1
u | x | Cc1cccc(C(=O)OCCN2CCOCC2)c1
u | x | CC(C)CCNC(=O)c1ccc2c(SCC(=O)O)c3c(nc2c1)CCCC3
u | x | O=C(CSc1nc2ccc(Nc3nc(N4CCOCC4)nc(N4CCOCC4)n3)cc2s1)NCc1ccco1
i | -12.5 | CC(=O)N1N=C(c2ccco2)CC1c1ccc(Cl)o1 (stereo unspecified)
9.3% | -12.7 | COc1ccc2c(CC(=O)OCC(=O)Nc3cccc(C)c3)coc2c1
u | x | Cc1cc(C)c(S(=O)(=O)Nc2ccccn2)c(C)c1
4.9% | -2.2 | O=C(COC(=O)Cc1n[nH]c(=O)c2ccccc12)Nc1ccc(Cl)cc1F
1.8% | 15.5 | CSc1cccc(NC(=S)N(CCCN2CCCC2)Cc2cccs2)c1
u | x | COc1ccc(S(=O)(=O)NCc2ccc(C(=O)N(C)Cc3ccco3)cc2)cc1
u | x | COCCN1CCN(C(=O)c2cc(COc3cncc(Cl)c3)on2)CC1

Reprinted from the listing (three entries):
Lipid storage S3 | Lipid storage S3 cell count max | Molecule
-0.6% | 5.9 | NS(=O)(=O)c1cccc(NC(=O)COC(=O)CC2CC3CCC2C3)c1 (stereo unspecified)
u | x | Cc1nc(N)nc2c1CCCC2
11.6% | 7.3 | O=C(CSc1nc(-c2ccco2)cc(C(F)(F)F)n1)N1CCCc2ccccc21

Carrying on.
Lipid storage S3 | Lipid storage S3 cell count max | Molecule
-11.1% | -1.9 | N#C/C(C(=O)Oc1ccccc1)=C1\C=Cc2ccccc2N1
u | x | COc1ccc(-c2cc([C@H]3[C@@H]4C=CCC[C@@]4(C)C(=O)N3Cc3ccccc3)ccc2F)cc1OC
u | x | O=C(COc1ccc(S(=O)(=O)N2CCOCC2)cc1)NCCc1ccccc1
4.5% | 4.0 | Cc1cccc(N2CCN(Cc3cnc(Cl)s3)CC2C)c1 (stereo unspecified)
u | x | COc1ccc(C(=O)NCC2CCCO2)cc1OC (stereo unspecified)
u | x | COC(=O)CNC(=O)c1ccccc1F
u | x | O=C(OCC(=O)C12CC3CC(CC(C3)C1)C2)c1ccc(O)cc1O
-24.9% | x | C=CCn1c(SCc2nc3sc(C(=O)O)c(C)c3c(=O)[nH]2)nnc1-c1ccc(C(C)(C)C)cc1
u | x | CN1c2cccc3cccc(c23)N(C)C1c1cccs1
i | 7.6 | N#Cc1c(NC(=O)C(=O)NCCCN2CCOCC2)sc2c1CCCC2
4.9% | -1.2 | COc1cccc(/C=C/C(=O)OCC(=O)NCC2CCCO2)c1OC (stereo unspecified)
5.5% | 9.4 | Cc1ccc(S(=O)(=O)Nc2ccccc2-c2ccccc2)cc1
8.1% | 12.6 | O=C(NCc1nc2ccccc2[nH]1)C1=C[C@@H](c2ccc3c(c2)OCO3)C[C@@H](OCc2ccc(CO)cc2)O1
i | x | Cc1cc(C(=O)CSc2nc(N)cc(N)n2)c(C)n1CCc1ccc(F)cc1
u | x | CCOc1ncccc1C(=O)OCC(=O)c1c(N)n(C)c(=O)n(C)c1=O
21.4% | -5.2 | Cc1cccc(NC(=S)N2CCOCC2)c1C
i | 15.8 | CC1(c2cccc(Br)c2)NC(=O)NC1=O (stereo unspecified)
u | x | Cc1sc2c(c1C)c(=O)n(-c1ccccc1)c(=O)n2CC(=O)NCC1CCCO1 (stereo unspecified)
15.5% | 14.4 | COCCN(C(=O)Cc1coc2cc(C)c(C)cc12)c1c(N)n(Cc2ccccc2)c(=O)[nH]c1=O
u | x | N=c1n(CC(=O)c2ccc(Br)cc2)c2ccccc2n1Cc1ccccc1
4.9% | -4.4 | CN(C)C(=O)c1nc2ccc(Cl)cn2c1CNCc1ccccc1OC(F)(F)F
i | -11.0 | O=C(NC(Nc1nc2ccc([N+](=O)[O-])cc2s1)(C(F)(F)F)C(F)(F)F)c1cccnc1
0.1% | -11.4 | COc1cc(/C=N/NC(=O)C2C3CCCCC32C)cc(Br)c1O (stereo unspecified)
16.0% | x | O=C(Cn1nc(-c2ccc3c(c2)OCCO3)ccc1=O)Nc1ccc(-n2cnnn2)cc1
u | x | CC1(c2ccc3ccccc3c2)NC(=O)NC1=O (stereo unspecified)
u | x | COCCCN1C(=O)/C(=C/c2ccc(CNS(=O)(=O)c3ccccc3)o2)C(C(=O)OC)=C1C
u | x | CN(C)CCCNC(=O)/C(=C\c1ccc(-c2ccc(Br)cc2)o1)NC(=O)c1ccccc1
u | x | Cc1cccc(OCc2nnc(SCn3nnc4ccccc4c3=O)o2)c1
-3.4% | 0.6 | CC(CNC(=O)COc1ccccc1)OC(=O)Nc1ccc(Cl)c(Cl)c1 (stereo unspecified)
u | x | Cc1cccc(NCc2cc(Cl)ccc2O)n1
-1.5% | 0.4 | COCCN1C(=O)N[C@@H](c2cccs2)C(C(=O)OC)=C1C
u | x | COc1cc(/C=C(/C#N)c2nc3ccccc3[nH]2)ccc1Oc1ncccc1[N+](=O)[O-]
-3.7% | -0.9 | C#Cc1ccc([C@@H]2C=C(C(=O)NC3CC3)O[C@H](OCCCCO)C2)cc1
u | x | CC1CCN(CC(=O)N2CCCc3c2c(=O)oc2ccc(OCc4ccccc4)cc32)CC1
-20.7% | -13.5 | Cc1cccc(OCCNc2ccc(C(F)(F)F)cc2[N+](=O)[O-])c1
-14.6% | 2.7 | CC12CCC(C(=O)Nc3ccccc3Cl)([C@H](Br)C1=O)C2(C)C (stereo partly specified)
u | x | O=C1CC(N2CCN(c3ccccc3)CC2)C(=O)N1c1ccc(Cl)cc1 (stereo unspecified)
1.3% | 8.1 | Cc1ccc2nc(C)c(CN3CCN(c4ccc([N+](=O)[O-])cc4Cl)CC3)n2c1
11.6% | 23.0 | Cc1nn(-c2ccccc2)c(N2CCCC2)c1/C=N/NC(=O)c1ccccc1O
u | x | CC(C)c1ccc(C2CC(c3ccc(Br)cc3)=NN2C(N)=S)cc1 (stereo unspecified)
27.1% | x | O=C(c1ccc2c(=O)n(Cc3ccco3)c(=S)[nH]c2c1)N1CCN(c2ccccc2)CC1
-8.8% | 14.9 | CCOc1ccccc1C(=O)Nc1cc(Cl)ccc1O
u | x | COCCNC(=O)/C(C#N)=C/c1cc(Br)c(O)c(OC)c1
-17.3% | -24.1 | COc1cc2c(cc1OC)C(C)N(C(=O)[C@@H](NC(=O)c1ccccc1)C(C)C)CC2 (stereo partly specified)
i | -3.9 | CCc1ccccc1NC(=O)COC(=O)c1cccs1
-0.7% | 3.3 | OCCC1CN(CCCn2cccn2)CCN1C1CCCCC1 (stereo unspecified)
u | x | COc1ccccc1N(C)S(=O)(=O)c1ccc(C(=O)Nc2ccc(N3CCOCC3)cc2)cc1
-2.0% | 0.3 | CCN(CC)C(=O)CSc1ncnc2c1cnn2-c1ccccc1
i | 10.9 | CCOC(=O)c1ccc(NC(=S)NCCCN2CCOCC2)cc1
25.8% | -4.6 | Cc1cc(-n2c(=O)c(C#N)cc3c(=O)n4ccccc4nc32)no1

Later entries
Lipid storage S3 | Lipid storage S3 cell count max | Molecule
u | x | Cc1ccc(N/N=C(/Sc2nnnn2-c2ccccc2)C(=O)c2ccccc2)cc1
-1.1% | 21.6 | Cc1cc(OC(=O)c2ccc3ccccc3c2)c([N+](=O)[O-])c(=O)[nH]1
7.4% | 1.4 | CCCCCCNCc1ccc(Br)cc1
u | x | COC(=O)c1sccc1NC(=O)c1ccc(C#N)cc1
u | x | O=C1C=C(c2cccc(O)c2)C[C@@H](c2ccc(F)cc2)C1
u | x | CCOCCn1c(-c2ccccc2)nc2ccccc21
3.4% | 18.3 | Cc1noc(C)c1C(=O)NCCc1ccc(S(N)(=O)=O)cc1
9.8% | -4.1 | CN(CCn1ccnc1)Cc1cn(Cc2ccccc2)nc1-c1ccc2c(c1)OCO2
u | x | CC(C)NC(=O)C(c1ccc(F)cc1)N(C(=O)CCC(=O)Nc1ccccn1)C1CCCC1 (stereo unspecified)
3.1% | -15.1 | C=CCn1c(SCc2nc3sc(C(=O)O)c(C)c3c(=O)[nH]2)nnc1-c1ccccc1
4.9% | 3.0 | CC1(CC(=O)N/N=C/c2ccc(-c3ccc(C(=O)O)cc3)o2)OCCO1
-9.3% | 9.6 | O=C(Nc1nnc(CCN2CCCCC2)s1)c1ccccc1
i | 20.7 | CCc1ccc(C)[n+](CC(=O)c2cccs2)c1
u | x | O=C(COc1ccc(Cl)cc1Cl)Nc1ccccn1
7.1% | 7.9 | CC(C)NC(=O)C(OC(=O)c1ccccc1)C(OC(=O)c1ccccc1)C(=O)O (stereo unspecified)
4.1% | 2.4 | COc1cc2c(cc1OC)CN(C(=O)C1(c3ccccc3)CC1)CC2
u | x | CCN(CC)CCN1C(=O)C(O)=C(C(=O)c2ccco2)C1c1ccccn1 (stereo unspecified)
u | x | CCCOc1ccc(N2C(=O)CC(NCCNc3ccc(S(=O)(=O)CC)cc3)C2=O)cc1 (stereo unspecified)
-4.9% | -2.0 | COc1ccc(CN(C)CC(=O)NC(C)c2ccccc2)c(OC)c1 (stereo unspecified)
0.6% | 10.1 | Cc1ccc(NC(=O)COC(=O)c2ccc([N+](=O)[O-])s2)c(C)c1
i | x | Cc1cc(C(=O)C(C)OC(=O)C2=NNC(=O)CC2)c(C)n1-c1ccc(OC(F)F)cc1 (stereo unspecified)
u | x | CC1CCC(NC(=O)C2CC(=O)N(c3ccc4c(c3)OCCO4)C2)CC1 (stereo unspecified)
u | x | O=C(CSc1ncnc2c1cnn2CCO)Nc1cccc(C(F)(F)F)c1
i | 18.9 | CC(=O)c1ccc(N2CCN(S(=O)(=O)c3c(C(=O)N4CCCCC4)c(C)n(C)c3C)CC2)cc1
i | 15.5 | COc1ccc(N2CCN(CCC(=O)c3ccc4ccccc4c3)CC2)cc1
7.8% | 12.2 | CCCCC1=CC2=CC(=O)C(C)(OC(=O)CC)C(=O)C2=CN1C1CCCC1 (stereo unspecified)
u | x | O=C(c1cc2c(s1)CCC2)N1CCN(c2ccccc2)CC1
u | x | CC[C@@]12C(=O)N(c3ccc(OC)cc3)C(=O)N1[C@H](c1ccc(Cl)cc1)[C@@H]1C(=O)N(C3CCCCC3)C(=O)[C@@H]12
u | x | O=C(CSc1cccc[n+]1[O-])N1CCCc2ccccc21
26.9% | x | O=C(NCc1cccs1)C1CC(=O)N(c2ccccc2)C1 (stereo unspecified)
u | x | CCOC(=O)C1C(=O)C=C(c2ccc(C)cc2)CC1c1ccccc1 (stereo unspecified)
u | x | O=S(=O)(Nc1nc2ccccc2nc1NCc1ccco1)c1ccc(F)cc1
u | x | COC(=O)c1ccccc1NC(=O)c1ccc(F)cc1
-13.6% | -1.8 | CCC(=O)Nc1sc2c(c1C#N)CC(C)(CC)OC2 (stereo unspecified)
1.1% | -2.2 | Cc1cc(C)c(CSc2ncnc3nc[nH]c23)c(C)c1
0.2% | 1.3 | Nc1nnc(SCC(=O)c2ccc3c(c2)NC(=O)CO3)s1
u | x | CCOC(=O)c1[nH]c2ccc(OC)cc2c1NC(=O)C(C)N1CCC2(CC1)OCCO2 (stereo unspecified)
u | x | c1ccc(C(c2ccccc2)N2CCN(c3nc4ccccc4n4cnnc34)CC2)cc1
i | -5.6 | CC1CCCC(NC(=O)CCS(=O)(=O)c2ccc3c(c2)NC(=O)CS3)C1C (stereo unspecified)
u | x | C/C(CC(=O)Nc1cccc(Cl)c1Cl)=N\NC(=O)c1ccccc1C

In the list so far, these contain a cyano group.
Lipid storage S3 | Lipid storage S3 cell count max | Molecule
-11.1% | -1.9 | N#C/C(C(=O)Oc1ccccc1)=C1\C=Cc2ccccc2N1
i | 7.6 | N#Cc1c(NC(=O)C(=O)NCCCN2CCOCC2)sc2c1CCCC2
u | x | COc1cc(/C=C(/C#N)c2nc3ccccc3[nH]2)ccc1Oc1ncccc1[N+](=O)[O-]
u | x | COCCNC(=O)/C(C#N)=C/c1cc(Br)c(O)c(OC)c1
25.8% | -4.6 | Cc1cc(-n2c(=O)c(C#N)cc3c(=O)n4ccccc4nc32)no1
u | x | COC(=O)c1sccc1NC(=O)c1ccc(C#N)cc1
-13.6% | -1.8 | CCC(=O)Nc1sc2c(c1C#N)CC(C)(CC)OC2 (stereo unspecified)
